ABHD4 inh – ABHD4 (mouse) inhibition, primary FP screen | purified mABHD4, FP-Rh probe fluorescence polarization | inhibition, % at 8.92 µM | hit rate 0.54% among 370,000;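 active = inhibition exceeding the mean over every tested compound plus 3 SD, cut at about 30% in these data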;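 also: 0% = plate median of compound wells and 100% = S159A mutant with DMSO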
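Material: mouse ABHD4 enzyme, wild type; Benchmarks: S159A mutant high control, sample median low control; Buffer or medium: HEPES pH 7.0, NaCl, Pluronic buffer; Signal: fluorescence polarization; Read-out: percent inhibition of probe binding, normalized to plate controls; Timing: pre-incubation 45 min, probe exposure 60 min, at 25 °C; Dosing: 8.92 µM, single dose.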
NPR2 activator – GC-B (human) receptor activation; activation, % at 10 µM; AID 1920062; hit rate 0.11% among 370,000; HEK293-GC-B cells, CNP EC30, cGMP TR-FRET; 0% at EC30 CNP, 100% saturating CNP;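 active = activation at 10 µM reaching about 35% in either raw or pattern-adjusted values, limit read from the data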
rCAG RNA binder – binds r(CAG) RNA repeats; r(CAG) RNA repeat, TO-PRO-1 dye displacement fluorescence; inhibition, % at 3 µM; hit rate 1.3% among 370,000; AID 651821;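 active = inhibition above the plate cutoff, the mean of all test compounds on that plate plus 3 SD, cut at about 35% in these data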;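 also: 0% = DMSO alone and 100% = 100 µM mitoxantrone as full dye displacement; higher means more dye released from RNA so lower well fluorescence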
SIAE inh – inhibitors of human sialic acid acetylesterase SIAE. Q9HAT2. SIAE FP-Rh probe binding, fluorescence polarization. inhibition, % at 9.66 µM. hit rate 0.69% among 370,000. AID 1053197;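 active = inhibition above a cutoff: mean of compounds within the control limits plus 3 SD of those, cut at about 17% in these data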;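 also: 0% = plate median of compound wells and 100% = probe without SIAE protein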
Target sequence (Q9HAT2 whole entry, looked up): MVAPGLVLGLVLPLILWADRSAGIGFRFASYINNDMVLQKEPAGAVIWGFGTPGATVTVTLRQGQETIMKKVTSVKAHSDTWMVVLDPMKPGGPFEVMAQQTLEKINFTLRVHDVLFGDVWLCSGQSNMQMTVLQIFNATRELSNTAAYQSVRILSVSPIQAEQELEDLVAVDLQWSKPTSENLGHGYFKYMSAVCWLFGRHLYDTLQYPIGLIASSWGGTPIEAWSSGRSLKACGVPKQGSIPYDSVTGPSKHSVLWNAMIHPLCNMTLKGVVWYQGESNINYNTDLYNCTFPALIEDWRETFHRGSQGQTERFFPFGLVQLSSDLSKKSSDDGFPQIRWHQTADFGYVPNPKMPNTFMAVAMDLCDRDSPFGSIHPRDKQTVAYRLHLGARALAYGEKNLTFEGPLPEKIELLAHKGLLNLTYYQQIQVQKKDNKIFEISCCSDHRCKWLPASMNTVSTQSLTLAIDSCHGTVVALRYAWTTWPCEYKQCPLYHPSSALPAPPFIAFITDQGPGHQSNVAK
HTRA1 inh – HTRA1 (human) protease inhibition. Q92743. recombinant HTRA1, FP-rhodamine activity-based probe, fluorescence polarization. inhibition, % at 5.96 µM. hit rate 0.5% among 340,000. AID 504803; in the data active = inhibition above about 36%;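 also: 0% = enzyme with DMSO and 100% = wells lacking enzyme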
UHRF1 MBD2 ctr – blocks human UHRF1 binding to methylated DNA; Q96T88; UHRF1 binding to methylated oligo, TR-FRET; inhibition, % at 4.4 µM; hit rate 0.75% among 370,000; AID 687016; in the data active = inhibition above about 21%;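 also: UHRF1 SRA domain binding a hemimethylated CpG hairpin DNA probe; 0% = median of test compound wells and 100% = reference inhibitor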
TCR-CD3 inh – human TCR-CD3 binding inhibition | TAMRA-labeled TCR probe fluorescence, biochemical | inhibition, % at 9.4 µM | hit rate 0.37% among 360,000 | AID 651800; in the data active = inhibition above about 19%;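 also: recombinant mutant TCR 2C K166C tagged with TAMRA read by polarization; 0% = receptor in buffer alone and 100% = receptor with positive control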
MBD2 inh – blocks human MBD2 binding to methylated DNA | inhibition, % at 4.4 µM | AID 686964 | TR-FRET, MBD2 binding to methylated oligonucleotide | hit rate 0.31% among 370,000 | Q9UBB5; in the data active = inhibition above about 13%
PRMT1 FP inh – inhibitors of human PRMT1. AID 652257. inhibition, % at 2.79 µM. recombinant PRMT1, activity-based probe fluorescence polarization. hit rate 1.3% among 370,000;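 active = inhibition above about 21% made by adding two undisclosed values, limit read from the data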
Target sequence (Q99873 whole entry, looked up): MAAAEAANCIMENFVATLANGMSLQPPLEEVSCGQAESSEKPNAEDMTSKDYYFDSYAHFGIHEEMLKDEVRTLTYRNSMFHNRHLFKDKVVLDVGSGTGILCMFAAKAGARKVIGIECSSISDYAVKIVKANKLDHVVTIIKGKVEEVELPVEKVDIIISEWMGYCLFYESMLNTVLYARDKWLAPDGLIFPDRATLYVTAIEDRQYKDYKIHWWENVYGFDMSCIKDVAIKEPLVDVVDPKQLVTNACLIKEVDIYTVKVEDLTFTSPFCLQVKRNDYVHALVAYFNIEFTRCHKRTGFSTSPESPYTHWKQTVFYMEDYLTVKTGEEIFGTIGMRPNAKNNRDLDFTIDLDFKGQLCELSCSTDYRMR
NPR1 activator – GC-A (human) enzyme activation; HEK293 GC-A cells, cGMP TR-FRET, EC30 ANP; 0% at EC30 ANP, 100% saturating ANP; activation, % at 10 µM; hit rate 0.14% among 370,000; AID 1671463; in the data active = activation above about 40%
* marks the source's active call; other numbers are inactive results; · = no result given. A portion of the library (hit frequency here may not be typical).

SMILES	ABHD4 inh	NPR2 activator	rCAG RNA binder	SIAE inh	HTRA1 inh	UHRF1 MBD2 ctr	TCR-CD3 inh	MBD2 inh	PRMT1 FP inh	NPR1 activator
CCCNC(=O)C(Cc1ccc(I)cc1)NC(=O)c1ccc(C#N)cc1 (stereo unspecified)	1	-2	1	3	4	2	-5	-4	-2	-2
O=C(CCC(=O)n1ncc2ccccc21)NCc1ccc(F)cc1	9	-2	0	2	5	3	-3	3	3	2
CCOc1ccc(/C=C2\SC(=S)N(CCCC(=O)NCCCN3CCOCC3)C2=O)cc1	-4	-8	2	15	-18	1	-3	7	1	8
CCOC(=O)c1c(C)c(C(=O)NCc2ccc3c(c2)OCO3)c(C)n1C	-8	-6	1	-5	-6	3	-3	6	4	-3
CCOc1ccccc1C1C(C#N)=C(N)Oc2n[nH]c(CC)c21 (stereo unspecified)	2	2	-2	0	-2	-3	-5	-3	-2	0
C[C@@H](OC(=O)c1[nH]cnc1C(=O)N1CCN(C(=O)OC(C)(C)C)CC1)c1ccccc1	1	6	-7	-3	-5	3	-2	-7	-1	0
COc1ccc(C2C(C(=O)c3ccco3)=C(O)C(=O)N2c2nnc(C)s2)cc1 (stereo unspecified)	8	-4	-8	1	4	-4	-8	0	13	1
O=C(CNC(c1ccccc1)c1ccccc1)Nc1ccccc1Br	-15	-2	1	-8	-39	1	-1	3	2	-12
CCOC1=C2CN(S(=O)(=O)c3ccc(C)cc3)[C@@H](c3cccs3)C[C@H]2[C@H]2C(=O)N(c3ccccc3)C(=O)[C@H]2C1	5	-1	4	-8	·	-1	7	-5	-1	2
O=C(NCC(c1ccco1)N1CCOCC1)c1ccc(F)c(F)c1 (stereo unspecified)	7	-1	-2	6	6	-4	10	-5	-6	3
Cc1cc(Nc2cccc(F)c2)nc(-c2ccccc2O)n1	-22	-7	31	-17	-9	-1	3	-1	3	5
Cn1c(CCNC(=O)c2ccco2)nc2cc(NC(=O)NC3CCCCC3)ccc21	-3	-6	-7	-1	3	0	0	6	-1	-2
CN(Cc1ccccc1)S(=O)(=O)c1ccc(Cl)c(C(=O)N2CCOCC2)c1	3	3	0	-6	-5	1	3	-1	-1	4
Cc1ccc(S(=O)(=O)N(C)c2ccc(C(=O)N3CCOCC3)cc2)cc1	6	4	-2	0	2	2	-1	9	3	-2
Clc1ccc(C2[C@H]3CN(Cc4ccc(-c5ccccc5)cc4)[C@H](c4ccccc4)C34CC2(c2ccccc2)C4)cn1 (stereo partly specified)	-4	-7	11	-2	·	1	-2	0	1	-5
Cc1cccc(-n2c(CNC(=O)COc3ccccc3)nnc2SCC(=O)Nc2nccs2)c1	-1	-8	-8	3	3	-3	-2	2	1	-2
Cn1ncc(Br)c1C(=O)N1CCCCCC1	5	2	1	-3	-6	-1	3	-1	5	-3
CC(C)NC(=O)N(C)C[C@@H]1OCc2ccccc2-c2c(n(C)c3ccccc23)C(=O)N([C@@H](C)CO)C[C@@H]1C	3	-5	2	2	3	2	9	0	-2	-4
COC(=O)c1cc(Br)c(=O)n(Cc2ccc(OC)c(OC)c2)c1	1	-3	1	0	-3	-1	8	-3	-2	2
Cc1cc2nc(NC(=O)C3(C)CCN3C(=O)C(C)C)[nH]c2cc1C (stereo unspecified)	0	4	1	9	·	-1	5	-4	-4	1
COCC1CCN(Cc2cn[nH]c2-c2cc3ccccc3o2)C1 (stereo unspecified)	-1	-5	-3	0	-4	5	2	1	1	-5
Cc1cc(NS(=O)(=O)c2ccc(NC(=O)COc3ccc(Cl)cc3Cl)cc2)no1	3	1	55*	-1	-23	5	8	-6	1	15
CCc1ccc2[nH]c(=O)c(CN(CCN(CC)CC)C(=S)NCc3ccco3)cc2c1	5	4	-8	4	-14	-1	-1	-2	0	-1
CC(NC(=O)c1ccccc1F)c1nnc(SCC(=O)Nc2nccs2)n1C (stereo unspecified)	2	-2	-1	3	7	1	-5	2	2	-3
CCC(=O)c1ccc(OCc2cn(CC(=O)c3ccc(O)cc3)nn2)cc1	-6	-5	6	0	-5	22*	4	8	-2	3

Profiles from above. Screens in order: ABHD4 inh | NPR2 activator | rCAG RNA binder | SIAE inh | HTRA1 inh | UHRF1 MBD2 ctr | TCR-CD3 inh | MBD2 inh | PRMT1 FP inh | NPR1 activator
Results for Cn1ncc(Br)c1C(=O)N1CCCCCC1 = 5 | 2 | 1 | -3 | -6 | -1 | 3 | -1 | 5 | -3
Results for O=C(CNC(c1ccccc1)c1ccccc1)Nc1ccccc1Br = -15 | -2 | 1 | -8 | -39 | 1 | -1 | 3 | 2 | -12
Results for CC(NC(=O)c1ccccc1F)c1nnc(SCC(=O)Nc2nccs2)n1C (stereo unspecified) = 2 | -2 | -1 | 3 | 7 | 1 | -5 | 2 | 2 | -3
Results for O=C(NCC(c1ccco1)N1CCOCC1)c1ccc(F)c(F)c1 (stereo unspecified) = 7 | -1 | -2 | 6 | 6 | -4 | 10 | -5 | -6 | 3

(list continues)
SMILES	ABHD4 inh	NPR2 activator	rCAG RNA binder	SIAE inh	HTRA1 inh	UHRF1 MBD2 ctr	TCR-CD3 inh	MBD2 inh	PRMT1 FP inh	NPR1 activator
CC(=O)c1ccc(NC(=O)CSc2nc(=O)cc(N)n2-c2ccccc2)cc1	-5	0	4	-4	-2	1	0	0	0	-1
COc1cc(/C=N/NC(=O)CSCc2ccc([N+](=O)[O-])cc2)cc(OC)c1OC	4	9	0	4	11	0	7	-2	1	2
Cc1ccc(C(=O)N/C(=C\c2cccs2)C(=O)NCCCn2ccnc2)cc1	1	2	-4	-2	-5	-2	0	-1	-1	-1
Cc1ccccc1NC(=S)NC(NC(=O)C(C)(C)C)C(Cl)(Cl)Cl (stereo unspecified)	4	9	1	5	0	-2	-3	-2	0	0
C=CC[C@@H](CC(=O)N[C@H](CO)Cc1ccccc1)C(=O)N[C@H](COC(=O)[C@@H](CC=C)Cc1ccc(F)cc1)Cc1c[nH]c2ccccc12	-8	-3	1	7	-44	-1	2	-5	2	-8
COCc1nnc(NS(=O)(=O)c2ccc(F)cc2)s1	2	4	2	-2	11	3	2	2	6	3
Cc1ccc(C(=O)N/C(=C/c2cccs2)C(=O)N2CCCCCC2)cc1	3	0	-7	0	-3	1	-7	3	-3	-1
CC(C)NC(=O)C1(C)CSCC(=O)N1CCCN1CCOCC1 (stereo unspecified)	1	2	2	4	·	-3	4	-2	-6	7
NS(=O)(=O)c1ccc(CNC(=S)Nc2cc(S(=O)(=O)N3CCOCC3)ccc2Cl)cc1	3	3	9	0	-1	3	-2	3	3	1
COc1cc(/C=N/NC(=O)C(C)Nc2n[nH]c(=O)[nH]c2=O)ccc1O (stereo unspecified)	4	4	-2	-4	6	16	4	4	-2	-1
O=C(COC(=O)c1cc[n+]([O-])cc1)Nc1ccccc1Sc1ccccc1	7	7	0	0	-3	-1	1	-4	-1	1
CCCC1(c2ccccc2)NC(=O)N(CC(=O)Nc2cc(S(=O)(=O)N3CCOCC3)ccc2Cl)C1=O (stereo unspecified)	-5	4	0	-2	-2	7	4	1	-2	2
COC(=O)c1ccc2c(c1)S(=O)(=O)NC(=NCCCN1CCOCC1)S2	-6	4	-2	-1	2	0	5	-6	-4	1
Cc1cc(C(=O)CN2C(=O)C(=O)N(C3CCCC3)C2=O)c(C)n1-c1ccc(F)cc1	5	2	0	4	-9	0	2	-5	2	0
CCN(CC)C(=O)N1CCC(NC(=O)Cc2ccccc2)CC1	-6	0	1	-3	-1	3	-5	2	0	-3
CN(C)c1[nH]c(=O)c(C#N)c2c1CCN2Cc1ccccc1	-1	5	-1	8	11	0	-5	3	-3	3
CCCN(CC(=O)Nc1ccccc1C)C(=O)c1ccc(Cl)c(S(=O)(=O)N2CCCC2)c1	2	1	1	2	4	4	-9	-2	4	3
CCOC(=O)C1=C(c2ccccc2)NC(=O)NC1c1cc(OC)c(OC)cc1OC (stereo unspecified)	2	1	-8	-2	1	1	1	0	-4	-4
CSc1ccc(/C=N\Nc2nncn2N)cc1	6	0	-1	-3	-1	15	-4	3	2	-1
COc1cc(/C=C2\C(=N)N3N=C(N4CCOCC4)SC3=NC2=O)ccc1OC(=O)c1ccccc1	9	-1	27	7	6	0	6	-2	-3	0
Cc1cc(=O)[nH]c(SCC(=O)c2ccc(F)c(C)c2)n1	0	-3	-1	1	-1	2	-6	4	7	-3
CC1CCCCC1NC(=O)CC1Oc2ccccc2NC1=O (stereo unspecified)	-5	-15	3	6	-9	1	0	1	-4	0
Cc1ccc(-c2nc3[nH]c(=O)cc(NC(=O)c4cccs4)n3n2)cc1	-12	-15	5	-12	-11	4	-8	1	-4	1
Cc1ccccc1/C=C\c1nc2ccccc2c(=O)n1Cc1ccccc1	-8	19	4	7	-14	0	6	3	4	17
O=c1c2ccccc2nc(SCc2ccccc2F)n1C1CCCC1	6	0	4	0	3	6	-6	-1	0	5
(cont.)
SMILES	ABHD4 inh	NPR2 activator	rCAG RNA binder	SIAE inh	HTRA1 inh	UHRF1 MBD2 ctr	TCR-CD3 inh	MBD2 inh	PRMT1 FP inh	NPR1 activator
CC(C)(C)OC(=O)N1CCN(C(=O)c2[nH]cnc2C(=O)NCC(=O)OCc2ccccc2)CC1	0	5	-9	0	1	-2	7	-1	-1	0
Cc1ccc(S(=O)(=O)N(C)C)cc1[N+](=O)[O-]	2	1	0	14	-4	-4	1	-2	-2	1
Cc1ccc(NS(=O)(=O)c2c(C)[nH]c(=O)[nH]c2=O)c(Br)c1	-5	1	1	3	-2	-1	6	-2	1	4
C=CCN1[C@H](Cc2ccccc2)COc2cc(N3CCSCC3)ccc2S1(=O)=O	0	4	4	-11	·	1	·	1	0	1
C=CCc1cc(C)ccc1OCCn1ccnc1	14	0	-6	-3	0	7	-8	5	1	0
CCOC(=O)N1CCN(CCC(=O)Nc2cccc(C)c2)CC1	3	2	-5	-2	3	2	-10	2	3	0
CCOc1ccc(CCNC(=O)COC(=O)c2ccco2)cc1OCC	-4	8	-6	4	-3	4	1	-1	4	4
O=S1(=O)OCCC(c2ccccc2)N1Cc1ccccc1 (stereo unspecified)	-2	-6	0	7	-5	-1	6	-4	0	-4
COc1ccc(CNc2nc(C)c([N+](=O)[O-])c(C)c2C#N)cc1	0	14	-1	0	-8	-4	3	-4	-1	12
CS(=O)(=O)Nc1ccc(C(=O)CC(=O)Nc2ccc([N+](=O)[O-])cc2)cc1	-14	3	37*	-40	-12	1	5	5	8	-2
O=C(Nc1nc(-c2cccs2)cs1)C1=COCCO1	-13	0	6	-7	-9	2	-2	5	1	0
Cc1cc(/C=C(\C#N)C(=O)N2CCCCC2)cc(C)c1O	1	-1	-2	3	-2	-2	-3	2	-1	0
CCCCOc1ccc(NC(=O)c2cnc(C)cn2)cc1	-1	0	-5	2	1	-2	13	-4	-3	2
O=C(NC1CCCCN(Cc2cccc(Cl)c2)C1=O)C1CCCCC1 (stereo unspecified)	0	1	-1	-8	·	0	·	1	5	-1
N#Cc1c(NC(=O)CSc2ncnc3sccc23)oc(-c2ccco2)c1-c1ccco1	7	-3	44*	1	-1	17	1	12	20	-2
Cc1ccnc2nc(C(=O)OCC(=O)N(Cc3ccccc3)C(C)(C)C)nn12	-10	-2	1	2	0	2	-2	0	9	1
CCN(CCNS(=O)(=O)c1ccc2[nH]c(=O)sc2c1)c1ccccc1	2	-3	28	13	1	0	-5	-2	4	-2
O=C(NCc1ccco1)c1cc(-c2ccccc2)nn1CC1CC(c2cccnc2)=NO1 (stereo unspecified)	3	3	5	-1	4	-1	6	-5	3	3
CNC1=C(N(C(C)=O)c2ccc(Br)cc2)C(=O)c2ccccc2C1=O	3	-3	2	7	15	0	2	-20	-2	-5
CC(CCC(=O)NN)C1CCC2C3CCC4CC(O)CCC4(C)C3CCC12C (stereo unspecified)	5	15	5	-11	-21	-1	4	0	0	5
